XiGFP reactiv: reactivates the inactive X chromosome in mouse fibroblasts | AID 743238 | hit rate 0.055% among 360,000 | XiGFP mouse fibroblasts, % GFP-positive cells imaging, 3 d; cells co-treated with 5-aza-dC sensitizer; scaled so ellipticine positive control = 100% | activation, % at 7.58 µM;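 active = mean normalized replicate activation at least 10% and every replicate at or above 10%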;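 also: 0% = median of on-plate neutral control wells and 100% = ellipticine 6 µM median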
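Material: XiGFP fibroblasts, SV40-immortalized. Buffer or medium: DMEM plus 5-aza-dC sensitizer. Compound: single concentration per compound, delivered by pin transfer. Times: 3 days compound exposure. Controls: ellipticine 6 µM.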
SIRT5 block: inhibitors of human sirtuin-5 desuccinylase | Q9NXA8 | Purified SirT5, succinyl-peptide AMC, trypsin-coupled fluorescence | inhibition, % at 15 µM | hit rate 1.1% among 330,000; in the data active = inhibition above about 15%
Target sequence (Q9NXA8 whole entry, looked up): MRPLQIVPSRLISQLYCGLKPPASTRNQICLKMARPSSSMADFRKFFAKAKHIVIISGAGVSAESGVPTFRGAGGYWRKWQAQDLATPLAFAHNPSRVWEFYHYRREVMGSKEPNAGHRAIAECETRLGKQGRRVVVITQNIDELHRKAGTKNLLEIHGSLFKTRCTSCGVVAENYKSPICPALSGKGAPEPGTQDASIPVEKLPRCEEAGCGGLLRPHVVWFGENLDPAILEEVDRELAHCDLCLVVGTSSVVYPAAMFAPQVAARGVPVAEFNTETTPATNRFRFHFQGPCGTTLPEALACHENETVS
LGR2 antag: blocks bursicon-induced cAMP signaling via Drosophila LGR2; HEK293 LGR2, CRE-luciferase, bursicon-stimulated, 4 h; inhibition, % at 9.99 µM; hit rate 0.35% among 380,000;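 active = drop in luminescence signal, shown as inhibition above about 50% in the replicate tests, limit read from the data, passing the limit was not always enough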;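 also: agonist challenge used bursicon conditioned medium at about half maximal strength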
PGC1a acetyl inh: PGC1a acetylation modulation, inhibitor mode; U2OS PGC1a acetylation, AlphaScreen anti-acetyl-lysine; with virally co-expressed GCN5 acetyltransferase; inhibition, % at 15.6 µM; hit rate 0.17% among 350,000;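 active = every replicate shows inhibition of at least 40%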;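 also: 0% = neutral control wells and 100% = positive control wells; some results beyond the cut were filed as inactive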
Cneo AK release: Cryptococcus neoformans lysis via adenylate kinase release; C. neoformans lysis, adenylate kinase release luminescence, 4 h; normalised: neutral wells 0, clomiphene wells 100; lysis activity, % at 15 µM; hit rate 0.2% among 360,000; AID 651654;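 active = mean lysis activity across replicates of at least 80%, whatever share of replicates individually reach that level; inactive = mean lysis activity below 80%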
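Signal: Adenylate kinase release luminescence | Assay system: Log-phase Cryptococcus neoformans yeast cells | Input: Cells at 5 × 10^6 per mL | Buffer or medium: Fresh YPD growth medium | Compound: Single dose | Schedule: Static 4 h at 37 °C with compound, 1 h detection | Controls: Clomiphene | Read-out: Luminescence rise reflecting yeast cell lysis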
Statin myotox sup: protects C2C12 myotubes from simvastatin toxicity; ATP luminescence, 48 h; scaled: DMSO 0, geranylgeraniol control 100; rescue of ATP level, % at 7.49 µM; hit rate 0.78% among 330,000;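 active = mean ATP rescue above about 67%, or every replicate alone reaching that limit, limit read from the data, passing the limit was not always enough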;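 also: myotubes were challenged with 10 µM simvastatin during compound exposure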
ERAP1 inh: ERAP1 (human) enzyme inhibition; recombinant ERAP1, Leu-AMC fluorescence, 60 min; inhibition, % at 10.7 µM; hit rate 0.15% among 340,000; AID 652197;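 active = mean replicate inhibition of at least 30%, or all replicates individually reaching that 30% level; inactive = mean below 30% and not every replicate reaching it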;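 also: 0% = neutral control wells and 100% = L-leucinethiol positive control wells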
S100A4 inh HTS: S100A4-myosin IIA interaction inhibition; P26447; S100A4/TAMRA-MyoIIA peptide fluorescence polarization; inhibition, % at 10.7 µM; hit rate 0.14% among 360,000; AID 652163;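 active = mean inhibition of at least 70% across replicates, with every replicate also reaching that level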
Target sequence (P26447 whole entry, looked up): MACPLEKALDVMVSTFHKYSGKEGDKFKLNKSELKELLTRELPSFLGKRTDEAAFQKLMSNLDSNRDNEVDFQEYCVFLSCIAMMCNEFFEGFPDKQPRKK
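assay system = human S100A4 monomer with TAMRA-labelled myosin IIA peptide | also added = labelled myosin peptide probe, 5 nM | incubation = 5 min between mix addition and reading | control set = DMSO and TFP controls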
An asterisk follows results filed as active; x = no result given. Some of the compounds tested. The share of hits here may be higher or lower than overall.

SMILES | XiGFP reactiv | SIRT5 block | LGR2 antag | PGC1a acetyl inh | Cneo AK release | Statin myotox sup | ERAP1 inh | S100A4 inh HTS
COC(=O)COc1ccc(C(C2C(=O)CC(C)(C)CC2=O)C2C(=O)CC(C)(C)CC2=O)cc1 | 0.0 | 0 | 4 | 5 | -1 | 9 | 3 | 38
C/C(=N\NC(=O)c1ccccc1-n1cccc1)c1ccccn1 | -0.1 | -1 | 0 | x | 1 | -11 | 9 | -1
Cc1noc(C)c1NC(=O)N(C)C[C@H]1OCCCC[C@H](C)Oc2ccc(NS(=O)(=O)c3ccc(F)cc3)cc2C(=O)N([C@@H](C)CO)C[C@H]1C | 0.4 | 1 | 2 | x | -1 | 10 | -3 | -7
C[C@@H](NC(=O)C[C@H]1CC[C@H](NC(=O)Cc2ccccn2)[C@H](CO)O1)c1ccccc1 | 0.1 | 6 | -2 | 3 | -1 | -5 | 0 | 6
COCC(=O)N1C[C@H](C)[C@H](OC)CN(C)C(=O)c2cc(NC(=O)c3cc(C)on3)ccc2OC[C@@H]1C | -0.1 | -2 | 1 | -25 | 2 | 3 | -5 | -8

Arranged by value in ERAP1 inh (falling): three of the compounds above.
Compound | SIRT5 block | LGR2 antag | PGC1a acetyl inh | ERAP1 inh | S100A4 inh HTS
C[C@@H](NC(=O)C[C@H]1CC[C@H](NC(=O)Cc2ccccn2)[C@H](CO)O1)c1ccccc1 | 6 | -2 | 3 | 0 | 6
Cc1noc(C)c1NC(=O)N(C)C[C@H]1OCCCC[C@H](C)Oc2ccc(NS(=O)(=O)c3ccc(F)cc3)cc2C(=O)N([C@@H](C)CO)C[C@H]1C | 1 | 2 | x | -3 | -7
COCC(=O)N1C[C@H](C)[C@H](OC)CN(C)C(=O)c2cc(NC(=O)c3cc(C)on3)ccc2OC[C@@H]1C | -2 | 1 | -25 | -5 | -8

Two records picked at random from the list so far, as already listed:
SMILES | XiGFP reactiv | SIRT5 block | LGR2 antag | PGC1a acetyl inh | Cneo AK release | Statin myotox sup | ERAP1 inh | S100A4 inh HTS
C[C@@H](NC(=O)C[C@H]1CC[C@H](NC(=O)Cc2ccccn2)[C@H](CO)O1)c1ccccc1 | 0.1 | 6 | -2 | 3 | -1 | -5 | 0 | 6
Cc1noc(C)c1NC(=O)N(C)C[C@H]1OCCCC[C@H](C)Oc2ccc(NS(=O)(=O)c3ccc(F)cc3)cc2C(=O)N([C@@H](C)CO)C[C@H]1C | 0.4 | 1 | 2 | x | -1 | 10 | -3 | -7
